mcGAS MS inh: blocks mouse cGAS cGAMP production; Q8C6L5; recombinant mouse cGAS, cGAMP by RapidFire MS; inhibition, % at 12.5 µM; 130,000 tested, 0.18% active; AID 1259397;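 active = inhibition of cGAS enzyme activity at or above 60%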;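 note: enzyme stimulated by 45 bp dsDNA with ATP and GTP substrates; cGAMP share of summed cGAMP plus half ATP and half GTP signals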
Target sequence (Q8C6L5 whole entry, looked up): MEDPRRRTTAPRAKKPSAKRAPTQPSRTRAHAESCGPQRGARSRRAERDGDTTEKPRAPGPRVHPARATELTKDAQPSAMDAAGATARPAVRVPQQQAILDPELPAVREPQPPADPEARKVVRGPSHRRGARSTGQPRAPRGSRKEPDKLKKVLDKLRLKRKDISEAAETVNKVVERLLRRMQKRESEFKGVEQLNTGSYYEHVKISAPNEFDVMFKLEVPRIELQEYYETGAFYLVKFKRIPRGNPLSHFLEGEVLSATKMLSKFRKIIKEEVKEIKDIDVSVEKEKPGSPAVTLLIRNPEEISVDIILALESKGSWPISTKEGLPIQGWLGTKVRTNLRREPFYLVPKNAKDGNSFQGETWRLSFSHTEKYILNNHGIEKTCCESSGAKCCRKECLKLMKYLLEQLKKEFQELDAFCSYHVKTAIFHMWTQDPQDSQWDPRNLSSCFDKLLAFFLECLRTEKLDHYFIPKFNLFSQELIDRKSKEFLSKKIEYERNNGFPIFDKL
Starred values were filed as active, the others as inactive; & = joins results of further samples. Some of the compounds tested; the hit share may differ from the screen's.

Compound	mcGAS MS inh
Cc1cc(C(F)(F)F)nn1Cc1n[nH]c(=S)n1CC(C)C	-4.2
CCn1c(SCC(=O)Nc2cc(C)cc(C)c2)nnc1-c1cccn(C)c1=O	-1.8
Cc1noc(C)c1C(=O)NCc1ccc(CN2CCC(C)CC2)cc1	-7.8
O=C(CN1C(=O)C(=O)N(C2CCCC2)C1=O)NC1CCCCCC1	-5.3
O=C(O)CCc1ncc(-c2ccc(Cl)cc2Cl)o1	-14.1
Cc1cccc(NC(=O)c2c(F)cccc2F)c1C(=O)N1CCC(C(N)=O)CC1	-22.4
Cc1ccc(CN(C(=O)c2cc(C(C)C)[nH]n2)C(C)C)s1	-16.3&-0.4
Cc1csc(SCC(=O)N(C)Cc2ccc(F)cc2)n1	7.0
CCC(NC(=O)C1(Nc2ccc(C)cc2)CCCC1)c1cnn(C)c1 (stereo not drawn)	-14.9&5.5
CCCOc1ccc(C(=O)NCC2COc3ccccc3O2)cc1 (stereo not drawn)	0.3
CC(C)NC(=O)Cn1cnc2cc(-c3ccc(Cl)cc3)sc2c1=O	-9.5
Cc1c(CN2CCC(CO)(CCOc3ccccc3)CC2)c(=O)n(-c2ccccc2)n1C	-5.3
CC(C)CCCC1CN(C(=O)CCn2cncn2)CCO1 (stereo not drawn)	-4.2
O=S(=O)(Cc1ccccc1)c1nnnn1-c1ccccc1	11.6
CN(Cc1ccon1)C(=O)c1ccccc1-c1nc(-c2ccccc2)no1	-8.6

Fetched by compound from the list above, four records:
Compound	mcGAS MS inh
CN(Cc1ccon1)C(=O)c1ccccc1-c1nc(-c2ccccc2)no1	-8.6
Cc1c(CN2CCC(CO)(CCOc3ccccc3)CC2)c(=O)n(-c2ccccc2)n1C	-5.3
CC(C)CCCC1CN(C(=O)CCn2cncn2)CCO1 (stereo not drawn)	-4.2
Cc1cc(C(F)(F)F)nn1Cc1n[nH]c(=S)n1CC(C)C	-4.2

(next part)
Compound	mcGAS MS inh
CCN1CCC(NS(=O)(=O)c2cc(C)ccc2C)CC1	-4.8
CCOC(=O)CNC(=O)N1CCCC(C(=O)c2ccc(SC)cc2)C1 (stereo not drawn)	1.1
O=C(Cc1ccccc1O)N1CCC2(CCOCC2)CC1	-5.2
O=C(CCn1[nH]c(=O)ccc1=O)Nc1nc2ccccc2[nH]1	-3.7
Cc1nccn1-c1ccc(NC(=O)C2CCCN(C3CCOCC3)C2)cc1 (stereo not drawn)	-5.7
Cc1nnc(CSc2nnc(N)s2)o1	-9.3
Cc1ccc(S(=O)(=O)NCC2CCCN(Cc3nsc(N(C)C)n3)C2)cc1 (stereo not drawn)	-16.1
CC(C)C(C)N(C)C(=O)Nc1ccc(-n2cncn2)nc1 (stereo not drawn)	6.4
CCOc1ccc(-c2ccc(=O)n(CC(=O)N3CCCCC3)n2)cc1	-9.6
COc1ccc(-c2c(NC(=O)CN3CCC(C)CC3)oc3ccccc3c2=O)cc1OC	0.7
CC(=O)Nc1ccc(-c2c(-c3ccccc3)ncn2Cc2ncc[nH]2)cc1	-8.1
Cc1cc(C)c2c(CC(=O)NC3C=CS(=O)(=O)C3)coc2c1C (stereo not drawn)	-2.9
CCCC(C(=O)N1CCC2(CC1)CN(C)CCN2C)n1cccc1 (stereo not drawn)	-2.3
CNc1nnc(SCc2cc(-c3ccc(Cl)cc3)no2)s1	-1.1
O=C(COc1ccc2ccc(C(F)(F)F)nc2c1)NC1CCCCCC1	-4.1
Cc1cn(Cc2nc(-c3sccc3C)oc2C)cn1	-8.2
Cc1ccn2cc(CNc3ncncc3Br)nc2c1	-16.2
O=C1CC[C@@H](CN(Cc2ccncc2)C(=O)CN2CCCCCC2)N1	5.2
COc1cccc(CCNC(=O)c2cc(Cl)c(Cl)n2C)n1	-8.3
CC(=O)c1ccc(NC(=O)Cn2cnc3c(nnn3Cc3ccc(C)cc3)c2=O)cc1	4.2
O=S(=O)(NCC1(O)CCCNCC1)c1ccc2c(c1)OCCO2 (stereo not drawn)	-19.7
O=C1Nc2ccccc2/C1=C\c1ccc(-n2ccnc2)cc1	26.3
COc1ncccc1CNS(=O)(=O)c1cccc(Cl)c1	-2.8
CC(Cc1ccc2c(c1)OCO2)CN1CCn2c(nnc2C(=O)N(C)C)C1 (stereo not drawn)	-3.1
COc1ccccc1C(C#N)NC(=O)OC(C)(C)C (stereo not drawn)	-3.7
CCC(C)(NC(=O)C1Cc2ccccc2O1)c1nccs1 (stereo not drawn)	-4.2
Cc1ccc(/C=C/c2nc3scc(CC(C)C)c3c(=O)[nH]2)s1	-22.8
CC(C)c1cccc(C(C)C)c1-n1cc[nH]c1=S	-1.5
CC(=O)N1CCC(C(=O)NCC(C)Oc2cccnc2)CC1 (stereo not drawn)	-4.9
Cc1ccc(C(=O)Cn2nnc(-c3ccccc3C)n2)c(C)c1	8.9
Cc1cnn(-c2cnn(CCO)c2)c1	-10.6
COC(=O)c1cc2c(=O)n(-c3ccc(Cl)c(C(F)(F)F)c3)ccc2nc1C	-7.6
COc1cccc(CSc2nnc(N)s2)c1	-2.0
Cc1nc(SC(C)C(=O)NC(N)=O)c(C#N)c(C)c1C (stereo not drawn)	-30.0
Cc1ccc(NC(=O)CCNC(=O)c2nccnc2N)c(Cl)c1	-1.4
O=C1OC2(CCCCC2)OC(=O)C1=CNc1ccc(F)cc1F	-4.0
Cc1ccc(-n2nc(C)c(CC(=O)NC(C)C)c2C)cc1Cl	-0.9
S=c1nc(-c2ccco2)[nH][nH]1	-8.3
O=C(O)CN1c2cccc3cccc(c23)S1(=O)=O	-0.3
CCC(C)c1ccccc1NC(=O)C(C)N(C)CC(=O)N1CCOCC1 (stereo not drawn)	-0.3
CCOCCCn1c(C)cn2c3c(=O)n(Cc4ccc(F)cc4)c(=O)n(C)c3nc12	-7.9
CCOc1ccc2nc(S(=O)(=O)NC(=O)C3(C)CCN3C(=O)C3(c4ccccc4)CC3)sc2c1 (stereo not drawn)	-16.2
CC1CC(C)CN(CC(C)NC(=O)C2(NC(=O)OC(C)(C)C)Cc3ccccc3C2)C1 (stereo not drawn)	-4.6
COc1cc(-c2nc(CSc3nncn3C)cs2)ccc1O	2.8
CC1CCN(C(=O)C2CC2c2c(F)cccc2F)C(c2ccco2)C1 (stereo not drawn)	-2.1

Next compounds
mol,mcGAS MS inh
CCOC(=O)c1nnn2c1CC(O)C1O[C@@H]3OC(C)(C)OC3C12 (stereo partly drawn),-8.1
CC(NCCc1ccc(O)cc1)C(O)c1ccc(O)cc1 (stereo not drawn),-13.1&-3.7
O=C1CCC2(CCN1)CCN(C(=O)c1ccc(-c3ncn[nH]3)cc1)CC2,-15.5
O=S(=O)(c1cc(Cl)cc(Cl)c1)N1CC2C3CCC(C3)C21 (stereo not drawn),-1.0
CNc1nc(-c2ccccc2)cn2ccnc12,-0.7
Cc1ccc(NC(=O)CC(=O)NC(C)c2cnn(C)c2)cc1 (stereo not drawn),-25.0
O=C(CSCc1nc(C2CC2)no1)NCc1cc(F)cc(F)c1,-1.1
Cc1cnn(C)c1NC(=O)c1cccc(CN(C)Cc2cnccn2)c1,-9.0
COc1cccc([C@@H]2CCCN(S(=O)(=O)NCc3ccccc3)C2)c1,-5.7
CN(C)S(=O)(=O)c1ccc(C(=O)Nc2nccs2)cc1,-3.7
O=C(Cn1nnc2ccccc2c1=O)OCc1cc(=O)n2ccccc2n1,2.4
CC(=O)Cn1c(CN2CCN(c3ccccc3F)CC2)nc2c1c(=O)n(C)c(=O)n2C,4.0
O=C(NC1CCOc2ccccc21)N1CCCC1c1ccsc1 (stereo not drawn),-14.0
CSc1ncc(CN2CCCC(CNC(=O)c3ccc(F)cc3)C2)cn1 (stereo not drawn),-8.6
COc1ccc2c(c1)CCN2S(=O)(=O)c1ccc(F)c(C(=O)O)c1,-14.5

In the list so far, these have a furan ring, fused or not.
mol,mcGAS MS inh
Cc1cc(C)c2c(CC(=O)NC3C=CS(=O)(=O)C3)coc2c1C (stereo not drawn),-2.9
S=c1nc(-c2ccco2)[nH][nH]1,-8.3
CC1CCN(C(=O)C2CC2c2c(F)cccc2F)C(c2ccco2)C1 (stereo not drawn),-2.1

(list continues)
mol,mcGAS MS inh
O=S(=O)(c1ccc(N2CCCC2c2cccs2)nc1)N1CCOCC1 (stereo not drawn),-7.4
COc1ccc(Cl)cc1CSCC(O)CO (stereo not drawn),-2.8
COc1cc(OC)c(NC(=O)c2cccc(C#N)c2)cc1Cl,-12.7
CCOC(=O)Cn1c(=O)c2c(nc3n2CC(C)CN3c2ccc(OC)cc2)n(C)c1=O (stereo not drawn),-5.1
CC1CCC(C(N)=O)CN1C(=O)COc1ccc(Cl)c2cccnc12 (stereo not drawn),10.6
CC1(C)CC(c2nccn2-c2ccc(Oc3nn[nH]n3)cc2)CCO1 (stereo not drawn),-11.3
CNc1cccc(-c2cccc(O)c2)n1,-7.6
CCc1c(C)c(C#N)c2nc3ccccc3n2c1Nc1c(C)n(C)n(-c2ccccc2)c1=O,-2.1
O=C1NC(=S)C(=Cc2cccnc2)S1,0.0
CCC1C(=O)NCCN1C(=O)Nc1cc(-c2ccco2)ccc1F (stereo not drawn),-12.1
CCCn1nnnc1CN1CCC(CC(=O)N2CCN(C)CC2)CC1,-13.5
Cc1cc(N2CCN(C(C)C(=O)NCCC3=CCCCC3)CC2)nc(C(C)C)n1 (stereo not drawn),-0.9
CCC(=O)Nc1cccc(OCC(=O)N2CCCC2c2nonc2C)c1 (stereo not drawn),-8.4
COC(C(=O)NC(C)c1csc(C(C)C)n1)c1ccccc1 (stereo not drawn),-37.5
CCc1nc(-c2ccccc2C)cc(=O)[nH]1,-0.6
CCCC(C)NC(=O)CSC(C)c1ccccc1 (stereo not drawn),1.4
COc1cc(NC(=O)CN2CC(C(=O)N3CCCCC3)Oc3ccccc32)cc(OC)c1 (stereo not drawn),-14.4
CC(C)c1ccc2c(c1)C1(CC(=O)Nc3[nH]ncc31)C(=O)N2 (stereo not drawn),-3.1
CN1CCCCC1Cn1ccnc1-c1ccccc1OCCO (stereo not drawn),-11.4
O=C(NCc1ccncc1)c1cnc(N2CCN(CCc3ccccc3)C2=O)o1,-4.7
CCOc1ccc(C(=O)N2CCC(=O)N(CC3CC3)C(C(C)C)C2)o1 (stereo not drawn),-20.4
COc1cc(C#N)ccc1OC(C)c1nc2ccccc2c(=O)[nH]1 (stereo not drawn),4.6
CN(C)CCNC(=O)C12CC3CCC(CC(C3)C1)C2,49.6
COCC(C)NC(=O)c1cc2c(=O)n3cccc(C)c3nc2n1C (stereo not drawn),-1.8
Cc1csc(=O)n1CC(=O)Nc1ccnn1Cc1c(Cl)cccc1Cl,-9.4
Cc1cc(C(=O)N2CCCC(N3CCN(c4cccc(Cl)c4)CC3)C2)no1 (stereo not drawn),-2.9
CCOC(=O)C1C(=O)CSC1=Nc1cccc(OC)c1 (stereo not drawn),-5.8
CCOC(=O)c1ncn2c1CN(C)C(=O)c1cc(F)ccc1-2,-7.2
Cn1c(-c2ccc(Cl)cc2)[n+](C)c2ccccc21,40.7
Cc1ccc(C(C)NC(=O)N2CCN(C(=O)CC(F)(F)F)CC2)o1 (stereo not drawn),-4.7

Ordered by count of non-hydrogen atoms (rising): part of the list above
mol,mcGAS MS inh
CN(C)CCNC(=O)C12CC3CCC(CC(C3)C1)C2,49.6
CCOC(=O)c1ncn2c1CN(C)C(=O)c1cc(F)ccc1-2,-7.2
COc1cc(C#N)ccc1OC(C)c1nc2ccccc2c(=O)[nH]1 (stereo not drawn),4.6

Other structures follow.
mol,mcGAS MS inh
Brc1cnc2nc(C3CCCO3)[nH]c2c1 (stereo not drawn),-5.2
Cc1ccc(F)c(-n2nnnc2COc2ccccc2C#N)c1,-14.2
Cc1noc(C)c1S(=O)(=O)N(C)CC(=O)NCc1ccccc1,1.2
CCOC(=O)COc1c(Cl)cc(Cl)cc1-c1ccno1,-6.7
Cc1ccc(CSc2nc3c(c(=O)n(C)c(=O)n3C)n2Cc2ccccc2)cc1,-1.4
CC(Oc1ccccc1F)C(=O)NCCCn1nc(-c2ccco2)ccc1=O (stereo not drawn),7.8
Cc1ccc(NCN2C(=O)c3ccccc3C2=O)cc1Cl,-5.8
CS(=O)(=O)C(C#N)=Cc1cc(Br)ccc1F,-6.4
CN(CCC#N)C(=O)COc1c(Br)cccc1Br,-10.8
CN(Cc1nc2ccc(F)cc2[nH]1)C(=O)c1cccc(C#CC(C)(C)O)c1,-17.1
O=S(=O)(N1CCCCC1)n1ccnc1,-3.4
CC(C)(C)C(=O)N1CCCN(c2ccccc2S(C)(=O)=O)CC1,39.6
CC(C)(C)C(=O)NC12CC3CC(CC(C3)C1)C2,-4.5
Cc1ccc(C(=O)Nc2ccc3c(c2)C(=O)c2ccccc2C3=O)cc1,-7.1
CC1(C(=O)NS(=O)(=O)c2ccc(Cl)cc2)CCN1C(=O)C1CCCCC1 (stereo not drawn),-7.6
Clc1ccc(-c2nnc(CSc3nncs3)o2)cc1,-1.7
COc1ccc(CCN2CC(NCc3ccc(-n4cccn4)cc3)CC2=O)cc1 (stereo not drawn),-10.8
Cc1c(C(=O)N2CCCC2)c(C(F)(F)F)nn1C1CCCN(C)C1 (stereo not drawn),-10.9
C=CCNc1nc(C(=O)OCC2=C(C(=O)OCC)C(C)NC(=O)N2)cs1 (stereo not drawn),-7.3
O=C(c1cccc2cc[nH]c12)N1CCC(OCC2CCCO2)CC1 (stereo not drawn),-7.5&-5.4
CC(Sc1nnnn1Cc1ccccc1)C(=O)NC12CC3CC(CC(C3)C1)C2 (stereo not drawn),-4.3
COc1ccc(-n2cc(-c3ccccc3)c3c(SC(C)C(C)=O)ncnc32)cc1 (stereo not drawn),-6.0
Cc1ccc(CNCc2ccc(C)s2)cc1,-3.4
Cc1cccc(C2=N/C(=C\c3ccccc3Cl)C(=O)O2)c1,-7.8

Screens deposited in PubChem by Fisher Drug Discovery Resource Center.
